Screening results (PubChem BioAssay)
FLuc stim CS – affects firefly luciferase, flagging false hits in luciferase stimulation screens; 200,000 tested, under 10 active; ATPlite luciferase biochemical, luminescence, 10 min; 0 = ATP-free wells, 1 = DMSO control; activation factor at 10 µM; P08659;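 active = luciferase activation factor, scaled between plate controls, of at least 2 with compound at 10 µM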
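Material: Luciferase/luciferin reagent mix | Doses: Test compounds dosed from 2 mM stocks in 100% DMSO | Timing: 10 min incubation after luciferase reagent addition, room temperature | Measured by: Luminescence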
NF-kB expr up – raises NF-kB expression in human neuronal cells; NF-kB reporter expression; active compounds read high; fold change at 12.5 µM; 190,000 compounds, 1.6% hits; AID 1239; in the data active = fold change above about 3.3
APP 5UTR inh – APP translation inhibition; AID 1285; 190,000 compounds, 0.82% hits; SH-SY5Y APP 5'UTR-luciferase reporter, luminescence; inhibition, % at 2 µM;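 active = inhibition above a set limit, derived from the sample mean plus 3 SD, cut at about 45% in these data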; note: values of inactives mirror those of a sister screen read the other way
TLR4 MyD88 comp – inhibitors of human TLR4-MyD88 binding | O00206+Q99836 | HeLa CL3-4 TLR4/MyD88 BLA complementation, FRET ratio | inhibition, % at 8.4 µM | 200,000 compounds, 0.18% hits; in the data active = inhibition above about 25%;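 note: 0% = vehicle and 100% = reference inhibitor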
Target sequence (O00206 whole entry, looked up): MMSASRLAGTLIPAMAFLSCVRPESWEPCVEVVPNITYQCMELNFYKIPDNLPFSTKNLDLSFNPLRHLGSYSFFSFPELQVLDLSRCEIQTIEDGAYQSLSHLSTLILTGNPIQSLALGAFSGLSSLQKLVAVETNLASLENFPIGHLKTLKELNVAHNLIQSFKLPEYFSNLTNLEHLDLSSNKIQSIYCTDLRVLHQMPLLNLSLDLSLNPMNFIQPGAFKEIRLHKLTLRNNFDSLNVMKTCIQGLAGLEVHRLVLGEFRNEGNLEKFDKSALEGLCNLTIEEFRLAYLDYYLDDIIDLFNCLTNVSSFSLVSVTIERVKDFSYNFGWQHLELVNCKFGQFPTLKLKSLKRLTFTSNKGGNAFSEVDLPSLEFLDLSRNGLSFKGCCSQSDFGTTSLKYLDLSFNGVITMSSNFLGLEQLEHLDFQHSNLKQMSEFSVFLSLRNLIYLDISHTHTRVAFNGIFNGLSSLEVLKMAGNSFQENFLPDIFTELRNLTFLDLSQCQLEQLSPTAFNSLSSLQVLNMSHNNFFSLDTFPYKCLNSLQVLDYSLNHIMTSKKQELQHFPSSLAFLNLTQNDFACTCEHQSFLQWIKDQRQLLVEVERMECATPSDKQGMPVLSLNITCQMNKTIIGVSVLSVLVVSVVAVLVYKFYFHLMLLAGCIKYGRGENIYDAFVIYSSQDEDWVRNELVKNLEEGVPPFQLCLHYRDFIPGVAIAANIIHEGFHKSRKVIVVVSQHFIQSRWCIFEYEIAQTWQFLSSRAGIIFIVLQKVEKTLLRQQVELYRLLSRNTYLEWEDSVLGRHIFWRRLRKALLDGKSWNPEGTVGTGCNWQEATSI
Target sequence (Q99836 whole entry, looked up): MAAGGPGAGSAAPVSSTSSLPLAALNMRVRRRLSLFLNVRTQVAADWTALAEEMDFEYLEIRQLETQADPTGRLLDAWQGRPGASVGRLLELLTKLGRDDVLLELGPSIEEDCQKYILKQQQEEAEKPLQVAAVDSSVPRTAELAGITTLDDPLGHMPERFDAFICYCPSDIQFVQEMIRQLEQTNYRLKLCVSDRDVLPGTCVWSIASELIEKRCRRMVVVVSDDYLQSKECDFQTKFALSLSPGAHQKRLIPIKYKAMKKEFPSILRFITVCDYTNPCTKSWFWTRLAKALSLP
Diaphorase act – diaphorase activation or chemical reduction counter-screen; 190,000 compounds, 0.005% hits; activation factor at 20 µM; Diaphorase/resazurin coupled assay, resorufin fluorescence, 16 min; active compounds read high; 1 = vehicle wells, 0 = NADH-free wells;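 active = diaphorase activity raised at least twofold by the compound at 20 µM; inactive = activation factor below 2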
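Material: Clostridium kluyveri diaphorase, purified enzyme; Quantity: enzyme 0.07 U/mL final; Medium: HEPES pH 7.4 buffer with MgCl2 and Tween 20; Dosing: single compound dose of 20 µM, 1% DMSO final; Schedule: 16 min reaction at room temperature; Measured by: red resorufin fluorescence at 544/590 nm excitation/emission.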
Diaph inh CS – diaphorase inhibition or chemical oxidation counter-screen; diaphorase resazurin-to-resorufin fluorescence, NADH, 16 min; bacterial (C. kluyveri) enzyme, not human; inhibition, % at 20 µM; 190,000 compounds, 0.69% hits;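 active = primary screen inhibition at 20 µM above a set limit, cut at about 50% in these data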;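 note: plate controls were DMSO with full reaction for no effect and wells lacking NADH for full effect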
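material = Clostridium kluyveri diaphorase enzyme | amount = 0.14 U/mL diaphorase, enzyme working solution | schedule = incubation 16 min, room temperature | detection = fluorescence of resorufin formed from resazurin, Ex 544/Em 590 nm | benchmarks = positive control minus NADH, DMSO neutral control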
STAT1 act – activators of IFN-gamma induced STAT1 signaling | NIH 3T3 STAT1-luciferase reporter, luminescence; 100% = IFN-gamma alone, no compound | activation (% of control), % at 5.5 µM | 200,000 compounds, 2.6% hits;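 active = activation above the screen-wide mean activation plus 3 SD, cut at about 130% in these data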;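 note: raw ratio to IFN-gamma control signal so 100% means no change and 0% no light; values of inactives mirror those of a sister screen read the other way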
G6PDH CS – L. mesenteroides G6PDH inhibition counter-screen. Purified L. mesenteroides G6PDH, diaphorase/resazurin coupled fluorescence, 45 min. 200,000 compounds, 0.12% hits. inhibition, % at 5 µM; in the data active = inhibition above about 50%
FLuc inh counter – inhibits firefly luciferase, flagging false hits in luciferase inhibition screens; P08659; ATPLite firefly luciferase biochemical luminescence, 10 min; inhibition, % at 10 µM; 200,000 compounds, 1.5% hits;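 active = inhibition above about 50% when tested at 10 µM, limit read from the data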
APP 5'UTR act – APP 5'UTR luciferase reporter activation; SH-SY5Y APP 5'UTR luciferase reporter, luminescence; zero percent = DMSO vehicle wells; activation, % at 2 µM; 190,000 compounds, 1% hits; AID 1276;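 active = activation above a set limit, based on mean plus 3 SD of controls, cut at about 140% in these data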; note: values of inactives mirror those of a sister screen read the other way
* hit, by the source's call; x = not tested or not shown; & = joins results of further samples. Hits appear at their usual frequency; overall some 5.6% were active at least once.

Order of values – FLuc stim CS, NF-kB expr up, APP 5UTR inh, TLR4 MyD88 comp, Diaphorase act, Diaph inh CS, STAT1 act, G6PDH CS, FLuc inh counter, APP 5'UTR act
#1 CCOC(=O)c1c(C)[nH]c(C(=O)OCC(=O)NC(C)(C)C)c1C
→ 1, 0.96, -23, -5, 0.8, 18, 102, 3, -2, 23
#2 Cc1noc(C)c1C(=O)OCC(=O)Nc1ccc(C(N)=O)cc1
→ 1.1, 0.95, -17, -3, 0.9, 6, 103, 13, -6, 17
#3 Cc1cccc(OCC(=O)Nc2nc3ccc([N+](=O)[O-])cc3s2)c1C
→ 1, 1.1, 6, 12, 0.9, 13, 99, -2, -4, -6
#4 Cc1nc(Cl)cc(CS(=O)(=O)c2ccc(Cl)cc2)n1
→ 1, 0.94, -8, -4, 1, -3, 103, 10, 1, 8
#5 O=C(/C=C/c1cccc([N+](=O)[O-])c1)NCCN1C(=O)S/C(=C\c2cccnc2)C1=O
→ 1.1, 0.7, 4, 0, 0.9, 10, 104, -8, -6, -4
#6 COC(=O)c1c(NC(=O)CSc2nc3nc(C)cc(C)n3n2)sc(C)c1C
→ 1, 1, -1, -5, 0.8, 18, 107, 9, -4, 1
#7 COC(=O)c1ccc(N2C(=O)CC(N3CCN(c4ccccc4)CC3)C2=O)cc1 (stereo not drawn)
→ x, x, -5, 4, x, x, 98, x, x, 5
#8 CC(C)CSc1nsc(N)n1
→ 1, 1.5, -37, -8, 0.9, 6, 120, 14, 2, 37
#9 CCCCC(=O)Nc1ccc(C(=O)NCc2ccncc2)cc1
→ 1, 0.92, 0, 3, 0.9, 14, 103, -1, -1, 0
#10 CCNC(=S)NNC(=O)c1cccn(Cc2ccc(Cl)cc2)c1=O
→ 1, 0.94, -8, -19, 0.9, 5, 88, -3, -3, 8
#11 Cc1cc(Nc2ccccc2)nc(N)n1
→ 1, 0.97, -21, -8, 1, 4, 101, 6, -3, 21
#12 CC1CCCC(C)N1CC(O)COc1ccc(Cl)cc1 (stereo not drawn)
→ 1, 1.1, 3, 2, 0.9, 5, 106, 16, 2, -3
#13 C=CCn1c(N)cc(=O)nc1SCC(=O)Nc1ccc(C)cc1
→ 1, 1.1, 22, -16, 1, 4, 99, 6, -4, -22
#14 Cc1ccc(N2C(=O)c3ccccc3C2(O)c2ncc[nH]2)cc1 (stereo not drawn)
→ 1, 1.3, 9, -10, 0.8, 20, 98, 2, -2, -9
#15 COc1ccccc1-n1c(N)c(C(N)=O)sc1=S
→ 1, 1.1, -13, 4, 1.1, -13, 96, 5, -2, 13
#16 Cc1ccc(Nc2nnns2)cc1C
→ 1, 1.4, -5, -2, 0.8, 20, 98, -6, -4, 5
#17 O=C(C1=C(O)C(=O)N(CCCN2CCOCC2)C1c1ccncc1)c1cc2ccccc2o1 (stereo not drawn)
→ 1.1, 1.5, -4, -3, 0.9, 13, 93, -14, -8, 4
#18 CCN1C(=O)C(CC(=O)Nc2ccc(OC)cc2)N(CCc2ccc(OC)cc2)C1=S (stereo not drawn)
→ 1, 1.1, 4, -10, 1, 1, 91, -2, 1, -4
#19 COc1cc(OC)c(OC)cc1/C=N/NC(=O)CC1C(=O)NN=C1C (stereo not drawn)
→ 1.1, 1, -8, 3, 0.8, 18, 101, -14, -6, 8
#20 COc1cc(C2N(c3cc(C)on3)C(=O)C3CCCN32)cc(OC)c1OC (stereo not drawn)
→ 1.1, 1, 0, 3, 0.9, 7, 89, 12, -13, 1
#21 O=C(NC(=S)Nc1ccc(Cl)cn1)C(c1ccccc1)c1ccccc1
→ 1, 1.1, -16, -6, 0.9, 13, 85, 13, 1, 16
#22 O=C(NCc1cccc(Cl)c1)C1CCCO1 (stereo not drawn)
→ 1.1, 1.1, -4, -13, 0.9, 13, 96, 1, -6, 4
#23 OCC1CCCCN1C(=S)NCc1ccco1 (stereo not drawn)
→ 1.1, 1.1, 12, -13, 0.9, 11, 105, 5, -5, -12
#24 CCN(CC)CCCNC(=O)c1nn(-c2ccc(OC)cc2OC)c(=O)c2ccccc12
→ 1.1, 1.2, 20, -4, 1, 5, 93, -2, -5, -20
#25 CC(C)OC(=O)CSc1nnc(-c2cccnc2)n1Cc1ccccc1
→ 1, 1.1, 2, 3, 0.9, 10, 98, -16, -5, -1
#26 O=C(c1ccccc1C(=O)N(c1ccccc1)c1ccccc1)N1CCCCC1
→ 1.1, 1.3, -10, -6, 0.8, 22, 100, 0, -7, 10
#27 O=C(CN1CCN(S(=O)(=O)c2cc(Cl)ccc2Cl)CC1)Nc1ccc2c(c1)OCCO2
→ 1.1, 0.93, 19, -2, 0.8, 15, 106, -23, -8, -19
#28 Cc1ccc(NC(=S)N(CCCN2CCCC2)Cc2cccn2Cc2ccc(Cl)cc2)cc1Cl
→ 1.1, 1.1, -45, 4, 1.4, -43, 95, 1, -7, 45
#29 COC(=O)CN1C(C)=Nc2ccc(C)cc2C1c1ccccc1 (stereo not drawn)
→ 1.1, 1.2, -24, 1, 1, 2, 97, 8, -6, 25
#30 N#C/C(=C\c1ccc(N2CCCCC2)o1)C(N)=O
→ 0.9, 1.3, -30, -3, 0.9, 11, 117, 3, 9, 30
#31 O=S(=O)(NCCSc1ccccn1)c1ccc(Cl)cc1
→ 1.1, 1.1, 1, -2, 0.8, 19, 102, 8, -6, -1
#32 COc1ccc(Cl)cc1C(=O)NCC(c1ccco1)N1CCCC1 (stereo not drawn)
→ 1.1, 1.2, -15, -8, 0.9, 8, 100, 4, -7, 15
#33 O=C(NCc1ccccc1)c1ccc(Cl)cc1[N+](=O)[O-]
→ 1, 1, 2, -11, 0.9, 15, 97, 7, -4, -1
#34 O=C(OCc1cc(Cl)ccc1OC(F)F)c1cncc(Br)c1
→ 1, 1, -7, 0, 0.7, 26, 109, 1, -5, 7
#35 CCCCn1c(O)c(/C=C2\C=NN=C2c2ccccc2)sc1=S
→ 1.1, 0.97, 7, 12, 0.8, 15, 98, -11, -9, -7
#36 CCOc1cc(N2CCOCC2)c(OCC)cc1NC(=O)Cn1[nH]c(=O)c2ccccc2c1=O
→ 1, 0.87, -6&2, 0, 0.9, 9, 101, 3, -3, 6&-2
#37 O=C(/C=C/c1ccc(F)cc1)NCCC1=CCCCC1
→ 1, 2.3, -24, -14, 0.9, 10, 117, 1, 3, 24
#38 CC1(C(=O)NC(=S)NNC(=O)c2ccncc2)CCCCC1
→ 1.1, 0.75, -4, -11, 0.6, 42, 97, -4, -6, 4
#39 CCOc1ccc(S(=O)(=O)c2c(C(=O)c3ccccc3)cnc3cc4c(cc23)OCCO4)cc1
→ 1.1, 1, 5, 0, 0.8, 21, 105, 12, -7, -5
#40 CCCCn1c(SCn2nnc3ccccc3c2=O)nc2cc(S(N)(=O)=O)ccc21
→ 1.1, 0.71, 13, -3, 0.7, 28, 93, 3, -8, -13

Look-ups from the entries so far.
cpd 33 in STAT1 act reads 97
cpd 26 in APP 5'UTR act reads 10

An excerpt from above with just APP 5UTR inh and STAT1 act.
entry	smiles	APP 5UTR inh	STAT1 act
31	O=S(=O)(NCCSc1ccccn1)c1ccc(Cl)cc1	1	102
11	Cc1cc(Nc2ccccc2)nc(N)n1	-21	101
10	CCNC(=S)NNC(=O)c1cccn(Cc2ccc(Cl)cc2)c1=O	-8	88
16	Cc1ccc(Nc2nnns2)cc1C	-5	98

(list continues)
Order of values – FLuc stim CS, NF-kB expr up, APP 5UTR inh, TLR4 MyD88 comp, Diaphorase act, Diaph inh CS, STAT1 act, G6PDH CS, FLuc inh counter, APP 5'UTR act
#41 CN(C)c1ccc(Nc2c3c4c(cccc4n(C)c2=O)C(=O)c2ccccc2-3)cc1
→ 0.9, 1.1, 55*, 4, 0.7, 28, 101, -8, 14, -55
#42 COc1ccc(C(=O)N2CCCC(c3nc(-c4cc(OC)c(OC)c(OC)c4)no3)C2)cc1 (stereo not drawn)
→ 1, 0.51, 9, 6, 0.8, 24, 98, -8, -2, -9
#43 Cc1n[nH]c(C)c1Sc1ccccc1N=Cc1cc([N+](=O)[O-])ccc1O
→ 1, 0.99, -6, -14, 0.9, 6, 99, 1, -4, 6
#44 O=C(CSc1nnnn1C1CCCCC1)Nc1ccc(F)cc1
→ 1.1, 0.92, 6, -5, 1, 2, 102, 7, -9, -6
#45 COc1ccccc1C(=O)NNC(=O)c1ccccc1[N+](=O)[O-]
→ 1, 1.2, -13, -4, 1, 0, 108, -12, -3, 13
#46 O=C(NC1(C(F)(F)F)NC(=O)N(C2CCCCC2)C1=O)C1CC1 (stereo not drawn)
→ 1.1, 1, 13, 2, 0.9, 7, 105, 9, -6, -13
#47 O=C(O)c1[nH]c2ccc(Cl)cc2c1CC(=O)N1CCN(c2ccccc2)CC1
→ 1, 0.83, -8, 0, 0.9, 7, 103, 10, -4, 8
#48 COc1ccc(S(=O)(=O)Nc2ccc(-n3cccc3)cc2)cc1
→ 1, 1.3, -22, -3, 1, 0, 94, 1, 1, 22
#49 COc1ccc(C2(O)CCN(C(=O)c3ccc4c(c3)OCO4)CC2)cc1
→ 1, 1.4, 10, 5, 0.9, 7, 104, 7, -1, -10
#50 CCn1c(=N)n(CCOc2ccc(OC)cc2)c2ccccc21
→ 1, 1.1, 3, 3, 0.9, 13, 97, 8, -2, -3
#51 COC(=O)CCN(C(=O)C12CC3CC(CC(C3)C1)C2)c1ccccn1
→ 1, 1.1, 0, -10, 0.9, 7, 96, 2, -2, 0
#52 CC1=CCC2C(=O)N(c3ccc4ccccc4n3)C(=O)C2C1 (stereo not drawn)
→ 1, 1.1, -75, -4, 0.7, 34, 94, -3, -2, 75
#53 O=C(c1ccc(C(=O)N2CCCc3ccccc32)nc1)N1CCCc2ccccc21
→ 1, x, x, x, 1, -4, x, 10, -2, x
#54 O=C(CSc1nnc(-c2ccc(F)cc2)c2ccccc12)Nc1cccc(Cl)c1
→ 1.1, 0.97, 27, -2, 0.8, 16, 100, -33, -9, -27
#55 COc1cccc(NC(=S)N/N=C2/CCCCc3ccccc32)c1
→ 1, 0.77, -6, 3, 0.9, 13, 116, -8, 3, 6

Looked up one by one from above, two records:
Order of values – FLuc stim CS, NF-kB expr up, APP 5UTR inh, TLR4 MyD88 comp, Diaphorase act, Diaph inh CS, STAT1 act, G6PDH CS, FLuc inh counter, APP 5'UTR act
#45 COc1ccccc1C(=O)NNC(=O)c1ccccc1[N+](=O)[O-]
→ 1, 1.2, -13, -4, 1, 0, 108, -12, -3, 13
#50 CCn1c(=N)n(CCOc2ccc(OC)cc2)c2ccccc21
→ 1, 1.1, 3, 3, 0.9, 13, 97, 8, -2, -3
